Screens (PubChem)
IDH1 R132H inh = blocks human mutant IDH1 R132H enzyme; Potency, µM (highest dose often 76.6 µM), for the others: at the highest dose activity change, negative = inhibition, hits mostly inhibitors; AID 602179; O75874; 390,000 compounds, 0.093% hits; IDH1-R132H enzyme, NADPH consumption, diaphorase/resazurin fluorescence; also: potency is read from the fitted curve at half-maximal effect; % is scaled to controls: 0 for no effect and ±100 for the full control effect; nearly all actives have a fitted effect of over 65% in size
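IDH1-R132H (0.5 ug/mL dispensed) in pH 7.5 Tris buffer was preincubated 30 min with compound, then given a substrate mix of 0.016 mM NADPH and 2 mM alpha-KG for 80 min at room temperature; remaining NADPH was read by diaphorase/resazurin fluorescence.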
LDHA block = inhibitors of human lactate dehydrogenase A. P00338. purified LDHA, NADH/diaphorase-resazurin fluorescence; active compounds read low. activity change, % (values are at about 110 or 230 µM). 480,000 compounds, 0.15% hits. AID 1347041; in the data active = activity change below about -30%; inconclusive = mostly about -25% to -30%;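 also: plate controls were DMSO wells for no effect and wells without enzyme for full effect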
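Human LDH5 at 2 nM final in Tris HCl pH 7.4 with 0.06 mM NADH and 0.2 mM pyruvate, reacted 5 minutes at room temperature. Remaining NADH coupled via diaphorase/resazurin; resorufin fluorescence read at 0 and 20 minutes, normalized to enzyme-free and DMSO wells.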
Vif-APOBEC3G blk = blocks the Vif interaction with human APOBEC3G; Q9HC16; HeLa A3G-eYFP + Vif (tagged APOBEC3G with the HIV-1 protein that degrades it), YFP fluorescence, overnight; Potency, µM (top dose mostly 46.1 µM), inactives show at the highest dose activity, negative = active, usual class: inhibitors; 410,000 compounds, 0.076% hits; AID 602310;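 also: potency is read from the fitted curve at half-maximal effect; % is scaled to controls: 0 for no effect and ±100 for the full control effect; nearly all actives have a fitted effect of over 60% in size; hits raise eYFP signal because A3G escapes Vif-driven loss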
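Read-out is eYFP fluorescence (Ex 488/Em 500-530) from Vif-expressing HeLa A3G-eYFP cells; more signal means A3G escaped Vif-mediated degradation. Cells plated overnight, compound pinned in, incubated overnight at 37 deg C.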
Vif-A3F inh = Vif-A3F binding inhibition. HeLa A3F-eYFP + Vif (tagged APOBEC3F with the HIV-1 protein that degrades it), YFP fluorescence increase. 390,000 compounds, 0.2% hits. Potency, µM (titrated, usually from 46.1 µM), without a hit: at the top dose activity, negative = active; also: potency is read from the fitted curve at half-maximal effect; % of control where 0% means no effect; nearly all actives have a fitted effect of over 65% in size
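HeLa cells stably expressing Vif plus C-terminally eYFP-tagged A3F were seeded, incubated overnight at 37 deg C, dosed with compound, incubated overnight again at 37 deg C. Yellow fluorescence (Ex 488/Em 500-530) reported blocked Vif-mediated A3F-eYFP degradation.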
Glioma ERSR ind = ER stress response induction in glioma; U87-MG GRP78 promoter luciferase reporter, 16 h; Potency, µM, inactives show at the top dose activation, most hits filed as activators; 420,000 compounds, 0.02% hits; AID 602332; also: potency is read from the fitted curve at half-maximal effect; series mostly up to about 76 µM; % of control where 0% means no effect; nearly all actives have a fitted effect of over 35% in size
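ERSR induction read as luciferase luminescence (Bright-Glo, 10 min at room temperature) in stably transfected human U87-MG glioma cells exposed to compounds for 16 h, using GRP78 as sensor.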
USP1 inh = blocks the human USP1/UAF1 deubiquitinase complex. O94782. recombinant USP1/UAF1, Ub-Rhodamine cleavage fluorescence. Potency, µM (titrated, usually from 57.1 µM), without a hit: at the highest dose activity change, negative = inhibition, usual class: inhibitors. 390,000 compounds, 0.23% hits; also: potency is read from the fitted curve at half-maximal effect; % is scaled to controls: 0 for no effect and ±100 for the full control effect; nearly all actives have a fitted effect of over 60% in size; inactives centre near -12
Target sequence (O94782 whole entry, looked up): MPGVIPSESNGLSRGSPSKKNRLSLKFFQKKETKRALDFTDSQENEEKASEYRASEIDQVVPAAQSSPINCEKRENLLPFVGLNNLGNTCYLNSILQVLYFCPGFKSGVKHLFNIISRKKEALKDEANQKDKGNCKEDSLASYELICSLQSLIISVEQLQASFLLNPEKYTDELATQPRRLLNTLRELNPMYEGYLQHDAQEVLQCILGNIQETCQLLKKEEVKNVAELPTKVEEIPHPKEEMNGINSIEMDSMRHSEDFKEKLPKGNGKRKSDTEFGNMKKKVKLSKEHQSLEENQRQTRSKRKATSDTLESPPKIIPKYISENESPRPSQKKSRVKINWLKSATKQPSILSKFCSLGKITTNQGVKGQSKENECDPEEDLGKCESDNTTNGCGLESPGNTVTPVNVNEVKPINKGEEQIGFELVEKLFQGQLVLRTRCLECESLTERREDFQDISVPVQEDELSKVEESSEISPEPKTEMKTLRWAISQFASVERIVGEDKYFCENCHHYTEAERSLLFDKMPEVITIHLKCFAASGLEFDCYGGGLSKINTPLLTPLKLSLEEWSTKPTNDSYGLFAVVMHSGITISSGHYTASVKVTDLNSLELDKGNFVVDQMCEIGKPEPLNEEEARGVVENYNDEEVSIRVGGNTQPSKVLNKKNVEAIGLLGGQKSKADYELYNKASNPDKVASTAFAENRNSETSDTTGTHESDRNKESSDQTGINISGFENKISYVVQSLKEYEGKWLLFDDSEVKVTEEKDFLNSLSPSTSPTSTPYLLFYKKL
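In this screen, compounds sit with the deubiquitinase complex (1nM) for 15 min at room temperature before Ub-Rho is added at 150nM final. Fluorescence rise is then followed for 6 reads every 60 seconds.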
rTrxR1 inhibitor = blocks rat thioredoxin reductase 1 | O89049 | recombinant rTrxR1, NADPH fluorescence consumption, selenite substrate | Potency, µM (highest dose often 114 µM), for the others: at the highest dose activity change, negative = inhibition, most hits filed as inhibitors | 390,000 compounds, 1% hits | AID 588453; also: potency is read from the fitted curve at half-maximal effect; % is scaled to controls: 0 for no effect and ±100 for the full control effect; nearly all actives have a fitted effect of over 65% in size
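Rat TrxR1 (90 nM in the dispensed reagent) was pre-reduced with 400 uM NADPH for 5 min at room temperature, then incubated with compound for 15 min. After 400 uM selenite was added, NADPH fluorescence (Ex 340/Em 450 nm) was followed for 8 min.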
TrxR1 substrate = substrates of rat thioredoxin reductase 1; O89049; purified TrxR1 substrate turnover, NADPH consumption readout; Potency, µM (top dose mostly 114 µM), inactives show at the top dose activity change, negative = substrate turnover; 390,000 compounds, 0.01% hits; also: potency is read from the fitted curve at half-maximal effect; % is scaled to controls: 0 for no effect and ±100 for the full control effect; nearly all actives have a fitted effect of over 50% in size
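Rat TrxR1, dispensed at 90 nM, was prereduced with 400 uM NADPH (final) for 5 min at ~22 deg C, then incubated with compound 15 min before 400 uM selenite. A first-read NADPH fluorescence drop versus no-compound background flagged substrates.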
RGS4 inhibitor = blocks human RGS4-accelerated GTP hydrolysis. P49798. Transcreener GDP fluorescence polarization, RGS4-accelerated GTP hydrolysis. Potency, µM (doses to about 114 µM), for inactives: at the highest dose activity change, negative = inhibition, usual class: inhibitors. 390,000 compounds, 0.039% hits; also: potency is read from the fitted curve at half-maximal effect; % is scaled to controls: 0 for no effect and ±100 for the full control effect; nearly all actives have a fitted effect of over 75% in size; some results filed as inactive show a strong effect at the top dose
Target sequence (P49798 whole entry, looked up): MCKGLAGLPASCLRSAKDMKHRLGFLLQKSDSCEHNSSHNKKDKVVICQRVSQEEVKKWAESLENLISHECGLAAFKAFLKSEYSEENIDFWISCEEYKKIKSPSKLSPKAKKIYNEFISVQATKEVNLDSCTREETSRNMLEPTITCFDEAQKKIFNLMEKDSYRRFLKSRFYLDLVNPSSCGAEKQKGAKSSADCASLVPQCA
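MLSMR compounds (23 nl, pin-transferred) preincubated 10 min at room temperature with a 500nM (2x) first reagent, then RGS4 at 900nM (2x) plus Transcreener GDP mix added; fluorescence polarization (620/688 nm) read before and after 90 min at 30 °C.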
The depositor's hits bear a star; ? = inconclusive; & = joins results of further samples; [ ] = another dose, or the depositor's remark. Unless noted, calls follow the shape of the dose curve; as a rule, active = well fitted curve in the direction sought with a large enough effect; inconclusive = small, poorly fitted or top-dose-only effect, or another doubt; inactive = no such curve, though single readings can be large; an effect the other way counts as inactive or inconclusive.

Start of the listing, in advance, 2 compounds:
SMILES | IDH1 R132H inh | LDHA block | Vif-APOBEC3G blk | Vif-A3F inh | Glioma ERSR ind | USP1 inh | rTrxR1 inhibitor | TrxR1 substrate | RGS4 inhibitor
Cc1ccc(NC(=O)C(c2ccccc2)C2CCCC2)cc1 (stereo not drawn) | 6% | -5 | 1% | -1% | -2% | -18% | 17% | 2% | 5%
COc1ccc(-n2nnnc2SC(C)C(=O)NCC(=O)Nc2ccc(F)c(F)c2F)cc1 (stereo not drawn) | 0% | -2 | -2% | 16% | -1% | 1% | 5%[57.1 µM] | 9%[57.1 µM] | -16%

Main list, from the first entry:
SMILES | IDH1 R132H inh | LDHA block | Vif-APOBEC3G blk | Vif-A3F inh | Glioma ERSR ind | USP1 inh | rTrxR1 inhibitor | TrxR1 substrate | RGS4 inhibitor
Cc1ccc(NC(=O)C(c2ccccc2)C2CCCC2)cc1 (stereo not drawn) | 6% | -5 | 1% | -1% | -2% | -18% | 17% | 2% | 5%
COc1ccc(-n2nnnc2SC(C)C(=O)NCC(=O)Nc2ccc(F)c(F)c2F)cc1 (stereo not drawn) | 0% | -2 | -2% | 16% | -1% | 1% | 5%[57.1 µM] | 9%[57.1 µM] | -16%
CCCNc1nc(Nc2ccc(C)cc2)nc(N2CCCC2)n1 | -1% | -7 | 1% | 4% | 1% | -12% | 34% | 11% | 9%
Cc1ccc(S(=O)(=O)N2CCCCC2)cc1NC(=O)C1CC(=O)N(Cc2ccccc2)C1 (stereo not drawn) | 20% | -4 | 0% | 6% | -5% | -4% | 16% | 11%[57.1 µM] | 27%
Cc1n[nH]c(=O)c2c(NC(=O)CSc3ncccn3)oc(C)c12 | 0% | -6 | -5% | -2% | 0% | -21% | -5% | -5% | 11%
CC1c2cccn2CCN1S(=O)(=O)c1ccccc1 (stereo not drawn) | -5% | -10 | -2% | -21% | -3% | -18% | ? | 4% | -7%
O=C(O/N=C(\c1ccccc1)c1ccncc1)c1ccccc1F | 10% | -5 | 0% | 8% | -6% | -5% | 23%[11.4 µM] | 9% | -1%
CC1CC(C)CN(S(=O)(=O)N2CCCC(C(=O)NCCCN3CCOCC3)C2)C1 (stereo not drawn) | -4% | -19 | -3% | -1% | -7% | -22% | 10% | 1% | 3%
Cc1ccccc1C(=O)Nc1cccc(-c2cn3ccccc3n2)c1 | 4% | 0 | -7% | 4% | -1% | -22% | 17% | 14% | -11%
O=C(C=Cc1cccs1)c1cccs1 | -1% | -8 | -3% | -7% | 3% | 1% | -19% | -8% | 4%
COc1ccc(CCn2c(-c3cc([N+](=O)[O-])cc([N+](=O)[O-])c3)nc3nc4ccccc4nc32)cc1OC | 3% | -5 | -1% | -4% | -1% | -12% | -11% | -8% | -6%
COc1ccc(CN(C)Cc2nc(Cc3cccc(F)c3)no2)c2cccnc12 | 5% | -20 | 5% | 14% | -5% | -20% | -1%[57.1 µM] | -2%[57.1 µM] | 21%

Carrying on.
SMILES | IDH1 R132H inh | LDHA block | Vif-APOBEC3G blk | Vif-A3F inh | Glioma ERSR ind | USP1 inh | rTrxR1 inhibitor | TrxR1 substrate | RGS4 inhibitor
CC1(c2cccc(Br)c2)NC(=O)N(CC(=O)Nc2ccc3c(c2)OCCO3)C1=O (stereo not drawn) | -1% | -6 | 3% | -7% | 0% | -21% | 8% | -9% | 14%
C=CCc1c(C)nc(N2CCSCC2)[nH]c1=O | 8% | -4 | -1% | -3% | -2% | -14% | 10%[57.1 µM] | 2%[57.1 µM] | -40%
CC(C)COc1cccc(C(=O)Nc2ccc(-c3nc4ncccc4o3)cc2)c1 | -5% | -4 | 2% | -3% | -1% | -13% | -1% | 9% | 7%
CC1=NN(C(N)=S)C(=O)C1N=Nc1ccccc1 (stereo not drawn) | 5% | -1 | -5% | 3% | -4% | -11% | ? | -7%[57.1 µM] | -11%
Cc1ccc(-c2nc(CS(=O)(=O)CC(=O)N3CCN(C)CC3)c(C)o2)cc1 | -9% | 1&0 | 0% | 6% | -2% | -22% | 18% | 1% | -23%
COc1cc(C2c3cc4c(cc3OC(NNC(N)=O)C2C)OCO4)cc(OC)c1OC (stereo not drawn) | 2% | 3 | ? | -4% | -3% | 0% | 25%[57.1 µM] | 0%[11.4 µM] | -48%
Cc1ccc(C(=O)N[C@H](C(=O)OCc2nnc(-c3ccccc3)o2)C(C)C)cc1 | -7% | -1 | -2% | -11% | -1% | 3% | 7% | -1% | 10%
CCc1ccccc1NC(=S)NC1CC2CCC(C1)N2Cc1ccc(F)cc1 (stereo not drawn) | -6% | 1 | 3% | 2% | -3% | -10% | 3% | -2% | -5%
Nc1c(Cl)cc(NC(=O)c2ccccc2C(=O)O)cc1Br | 3% | 3 | 0% | -3% | -2% | -6% | 3%[57.1 µM] | 8%[57.1 µM] | 12%
COc1ccc(CN2CC(C(=O)NCCCN3CCN(Cc4ccccc4)CC3)CC2=O)cc1 (stereo not drawn) | 3% | -1 | -1% | 2% | -5% | -4% | 0% | 3% | 7%
CC(Oc1ccc2c3c(c(=O)oc2c1)CCCC3)C(=O)NCc1ccncc1 (stereo not drawn) | 2% | -2 | -2% | -6% | -2% | ? | 6% | 99%[activator] | 2%
CCCn1nc(C(=O)N2CC(=O)Nc3ccccc32)c2ccccc2c1=O | 0% | -1 | ? | -1% | -4% | -6% | 3% | 1% | 19%

The list goes on.
Below each SMILES: IDH1 R132H inh, LDHA block, Vif-APOBEC3G blk, Vif-A3F inh, Glioma ERSR ind, USP1 inh, rTrxR1 inhibitor, TrxR1 substrate, RGS4 inhibitor
- COc1cccc(-n2nnc3c(=O)n(Cc4ccc(Br)cc4)cnc32)c1
→ 0%, -2, 0%, 1%, -1%, -21%, -4%[57.1 µM], 6%[57.1 µM], -21%
- COc1cc(OC)c2c(-c3ccccc3)cc(=O)oc2c1C(CCN1CCCCC1)c1ccc2c(c1)OCO2 (stereo not drawn)
→ -2%, 0, 3%&3%, -17%, -3%&-8%, -26%, -4%&9%, -7%&1%, -13%&-11%
- Cn1ccc2cc(S(=O)(=O)N3CCCC(C(=O)NCc4ccc(F)cc4)C3)ccc21 (stereo not drawn)
→ -8%, -5, -3%, -4%, -5%, -5%, -1%[57.1 µM], -7%[57.1 µM], 11%
- O=C(NC1(C(F)(F)F)C(=O)Nc2c1c(=O)[nH]c(=O)n2-c1ccc(F)cc1)c1ccccc1 (stereo not drawn)
→ 8%, -6, -7%, 1%, -4%, -17%, 21%, 3%, -7%
- COCCNC(=S)Nc1cccc2cnccc12
→ 4%, 1, -11%, -2%, -2%, -3%, -13%, 7%, 11%
- CNC(=O)c1cc(NC(=O)CCn2nc(-c3ccccc3)c3ccccc3c2=O)ccc1OC
→ 5%, -2&3, -4%, -1%, -3%, -17%, 38%[activator][57.1 µM], 17%[57.1 µM], -28%
- COC(=O)c1sccc1NC(=O)CSCC(=O)O
→ -1%, -4, 0%, 20%, -1%, -15%, 5%[57.1 µM], -1%[57.1 µM], 27%
- COCCOC(=O)c1ccc(NC(=O)COc2ccc([N+](=O)[O-])cc2)cc1
→ 4%, -9, -1%, -6%, -4%, 2%, 19%[57.1 µM], 2%, 2%
- Cc1c(Cl)c([N+](=O)[O-])nn1CCCC(=O)Nc1cccc(Cl)c1Cl
→ 7%, 2, 2%, -1%, -2%, -15%, -4%, -5%, -5%
- CC(=O)Nc1cnc2ccccc2n1
→ 2%, -3, 3%, 7%, 3%, -17%, 1%, -1%, -34%
- Cc1noc(/C=C/N(C)C)c1S(=O)(=O)N1CCCC(C(=O)NC2CCCCC2)C1 (stereo not drawn)
→ -8%, -8, -4%, -6%, -2%, -11%, 7%[57.1 µM], -6%[57.1 µM], 15%
- Fc1ccc(C(c2nnc(-c3ccccc3)o2)N2CCN(c3ccccc3)CC2)c(Cl)c1 (stereo not drawn)
→ -10%, 1, -1%, 2%, 1%, -4%, 7%[57.1 µM], 0%[57.1 µM], -10%
- O=C(O)[C@@H]1CCCN1c1ncnc2sc3c(c12)CCC3
→ 0%, -7, 0%, 2%, -3%, -12%, 13%[57.1 µM], -6%, -29%
- O=C(NCC(c1ccco1)N1CCN(c2ccccc2F)CC1)C(=O)NC1CC1 (stereo not drawn)
→ 1%, -5, -2%, -3%, -3%, ?, 12%, 9%[57.1 µM], -2%

An excerpt from above in order of their number in Vif-APOBEC3G blk, highest first:
smiles | IDH1 R132H inh | Vif-APOBEC3G blk | Glioma ERSR ind | USP1 inh | rTrxR1 inhibitor | TrxR1 substrate | RGS4 inhibitor
Cc1ccc(-c2nc(CS(=O)(=O)CC(=O)N3CCN(C)CC3)c(C)o2)cc1 | -9% | 0% | -2% | -22% | 18% | 1% | -23%
COCCOC(=O)c1ccc(NC(=O)COc2ccc([N+](=O)[O-])cc2)cc1 | 4% | -1% | -4% | 2% | 19%[57.1 µM] | 2% | 2%
CC1c2cccn2CCN1S(=O)(=O)c1ccccc1 (stereo not drawn) | -5% | -2% | -3% | -18% | ? | 4% | -7%
O=C(C=Cc1cccs1)c1cccs1 | -1% | -3% | 3% | 1% | -19% | -8% | 4%

Only part of the results is shown. The share of hits here may be higher or lower than overall.
